# Screening data as filed in PubChem.
# mcGAS lum: cyclic GMP-AMP synthase inhibitors, mouse, primary biochemical chemiluminescence; Q8C6L5; recombinant cGAS, Kinase-Glo ATP depletion luminescence; inhibition, % at 12.5 µM; 0.15% of 160,000 active; AID 1259399, 2018;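 also: 0% = negative control wells and 100% = reference inhibitor with no enzyme activity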
# hcGAS lum: Primary biochemical luminescence assay for human cyclic GMP-AMP synthase inhibitors; 0.081% of 290,000 active; recombinant h-cGAS, ATP depletion, Kinase-Glo luminescence; inhibition, % at 12.5 µM;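 also: 0% = vehicle reaction and 100% = reaction without DNA for no activity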
# Target sequence (Q8N884 whole entry, looked up): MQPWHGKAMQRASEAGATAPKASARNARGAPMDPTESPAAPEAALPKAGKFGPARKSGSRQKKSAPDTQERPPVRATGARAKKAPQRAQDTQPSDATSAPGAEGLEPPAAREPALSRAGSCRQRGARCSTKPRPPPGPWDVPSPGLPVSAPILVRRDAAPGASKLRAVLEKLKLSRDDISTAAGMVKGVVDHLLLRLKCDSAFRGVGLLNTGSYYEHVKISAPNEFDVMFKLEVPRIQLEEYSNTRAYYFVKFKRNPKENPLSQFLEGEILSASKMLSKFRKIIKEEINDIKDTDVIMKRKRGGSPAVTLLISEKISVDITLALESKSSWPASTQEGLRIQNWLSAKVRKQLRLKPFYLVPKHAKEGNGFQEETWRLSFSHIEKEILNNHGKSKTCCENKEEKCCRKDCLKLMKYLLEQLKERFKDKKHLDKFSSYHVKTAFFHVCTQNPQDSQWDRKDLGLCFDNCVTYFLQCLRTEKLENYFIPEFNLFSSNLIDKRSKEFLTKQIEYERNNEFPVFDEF
# NPYLR7 agonist: agonists of mosquito NPYLR7 receptor, primary screen, cell-based, Aedes aegypti, calcium fluorescence, mosquito biting behavior | Aedes aegypti neuropeptide Y-like receptor 7 (NPYLR7) | HEK293T NPYLR7/Galpha15, GCaMP6s calcium fluorescence | activation, % at 10 µM | 0.15% of 270,000 active | AID 1259423, 2018; in the data active = activation above about 40%;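 also: 0% = vehicle and 100% = reference agonist at the receptor; some compounds past the cut are filed as inactive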
# An asterisk follows results filed as active; x = not tested or not shown; & = joins results of further samples. Rule as the data show it, unless noted: active = inhibition above about 40%; inactive = the rest.
# Below each compound: mcGAS lum | hcGAS lum | NPYLR7 agonist
> Nc1ccc2c(c1)S(=O)(=O)c1cc(N)ccc1-2
    -5&1 | -5&4 | 5&4
> O=C(c1cccc(C(F)(F)F)c1)C1CCCN(C(=O)/C=C/c2ccccn2)C1 (configuration not stated)
    -5 | -6&-4 | 6&2
> Cc1ccc(C(=O)NNS(=O)(=O)c2cc(Cl)sc2Cl)s1
    -12 | -6 | -8
> CCCn1nc(C(=O)N2CCOCC2CC(=O)c2cccs2)ccc1=O (configuration not stated)
    -14 | -9 | 6
> CCC(=O)Nc1cccc(-c2ccc(OC)nn2)c1
    -11 | -4 | -2
> Cc1nc2ccc(F)cc2n1C1CCN(C(=O)c2cccnc2)CC1
    -8 | -7 | x
> COc1ccc(-c2nc(CN3CCN(c4ccc(Cl)cn4)CC3)c(C)o2)cc1C
    -11 | 2 | 6
> Oc1[nH]c2ccccc2c1N=Nc1nc(N2CCOCC2)nc(N2CCOCC2)n1
    -5 | 13 | -4
> CN(Cc1cccs1)C(=O)CCc1ccccc1Cl
    x | -15 | 7
> Cc1nc(S(=O)(=O)N2CCOCC2)c(C#N)c(C)c1Cl
    x | -5 | 2
> O=C1C(OCC2CC2)C2(CCCCC2)N1C1CCN(Cc2cccnc2)CC1 (configuration not stated)
    -1 | -2 | x
> COCCn1c(C)cc(O)c(C(c2cccnc2)N2CCN(c3ccccc3F)CC2)c1=O (configuration not stated)
    x | -6 | 11
> Cc1ccccc1CSc1nnc(CNC(=O)NCc2ccccc2)n1-c1ccc(Cl)cc1Cl
    1 | 3 | -9
> CC(=O)c1ccc(-c2ccc3c4c(ccc3c2)OC(CNC(=O)CCn2ccc(C)n2)C4)s1 (configuration not stated)
    x | -5 | 24
> O=C(COC(=O)C1CCCN(C(=O)N2CCCC2)C1)Nc1cccc2nsnc12 (configuration not stated)
    x | -3 | -1
> COc1ccc2[nH]c(C(=O)N3CCCC(C(=O)c4cccc(OC(C)C)c4)C3)c(C)c2c1 (configuration not stated)
    x | 9&-1 | -8&-2
> O=C(CC1CSc2nc3c(c(=O)n21)CCCC3)N1CCN(c2ccccc2)CC1 (configuration not stated)
    x | -2 | -2
> COc1cc(OC)cc(-c2n[nH]c(=S)n2-c2cccc(C)c2)c1
    x | -1 | -7
> Cc1cccc(C)c1NC(=O)c1ccc2sc([C@H]3C[C@H](O)[C@@H](CO)O3)nc2c1
    -8 | -5 | 0
> CC(NS(=O)(=O)c1ccc(Cl)cc1)C1CC2CCC1C2 (configuration not stated)
    -7&-5 | -16&-5 | -1&8

# An excerpt from above, showing only hcGAS lum and mcGAS lum:
canonical_smiles | hcGAS lum | mcGAS lum
O=C(c1cccc(C(F)(F)F)c1)C1CCCN(C(=O)/C=C/c2ccccn2)C1 (configuration not stated) | -6&-4 | -5
COc1ccc2[nH]c(C(=O)N3CCCC(C(=O)c4cccc(OC(C)C)c4)C3)c(C)c2c1 (configuration not stated) | 9&-1 | x
Nc1ccc2c(c1)S(=O)(=O)c1cc(N)ccc1-2 | -5&4 | -5&1
CCC(=O)Nc1cccc(-c2ccc(OC)nn2)c1 | -4 | -11
Cc1ccc(C(=O)NNS(=O)(=O)c2cc(Cl)sc2Cl)s1 | -6 | -12

# More compounds:
# Below each compound: mcGAS lum | hcGAS lum | NPYLR7 agonist
> CCN(c1ccccc1)S(=O)(=O)c1ccc(OC)c(NC(=O)C2=COCCO2)c1
    x | -12 | 7
> Cc1ccc(Cl)cc1N=Cc1nc(-c2ccccc2)oc1O
    -4 | -3 | -6
> CN(C)c1ccc(CC(=O)N2CCC3(CCc4ccccc43)CC2)cc1
    x | -5 | -1
> COC(=O)C1=C(C)N(C)C(=O)NC1c1cccc(Br)c1 (configuration not stated)
    x | -5 | 1
> CCCS(=O)(=O)N1CCN(c2nc(C)nc(COC)c2Cc2cccc(Cl)c2)CC1
    -1 | 1 | -2
> CCCc1nn(-c2ccc(Cl)cc2)c(CCC)c1C(=O)NC1CC1
    -8 | -5 | 0
> CCn1cc(C(=O)N2CCN(C(=O)Cc3ccccc3)CC2)c2nn(-c3ccccc3)c(=O)c-2c1
    0 | -1 | -1
> COc1ccc(CCCN(C)c2nn3c(=O)cc(C)nc3s2)cc1OC
    -8 | -7 | 11
> Cc1nc2ncnn2c(C)c1CCC(=O)N(C)Cc1ccc(C(F)(F)F)cc1
    -6 | -5 | 4
> COCCn1c(-c2ccncc2)n[nH]c1=S
    x | 2 | 2
> COc1ccc(S(=O)(=O)N2CCOCC2)cc1N1CCN(S(=O)(=O)c2cccc(C(F)(F)F)c2)CC1
    -6 | 2 | 16
> O=C(CCc1ccccc1)n1nc(-c2cccnc2)nc1NCc1ccccc1
    x | -5 | 20
> COC(=O)c1c(C)[nH]c(C(=O)C(C)OC(=O)c2ccccn2)c1C (configuration not stated)
    -5 | 0 | 1
> O=C(c1ccc(N2CCC(NCc3ccc4c(c3)OCO4)CC2)cc1)N1CCOCC1
    x | -9 | 16
> CC(=O)Oc1ccccc1C(=O)Nc1ncc([N+](=O)[O-])s1
    x | 23&21 | 0&-7
> CS(=O)(=O)c1ccc(-c2csc(N3CCCC3)n2)cc1
    x | -6 | -1
> O=C(CC(c1cccc(C(F)(F)F)c1)c1c[nH]c2ccccc12)NCc1cccnc1 (configuration not stated)
    -7 | -5 | 1
> NC(=O)c1ccc(NC(=O)Cc2csc(SCc3ccc(Cl)cc3)n2)cc1
    -7 | -7 | x
> C=CCCC(CN1CCCN(C)CC1)Oc1ccc(Cl)cn1 (configuration not stated)
    x | -9 | 18
> CCCCCCc1ccc(C(=O)N(CCCOC)CC(=O)N2CCc3sccc3C2c2ccc(OC)cc2)cc1 (configuration not stated)
    -6 | -4 | -3
> CCN(CC)C(=O)Oc1ccc2c(ccn2Cc2ccccc2Cl)c1NC(=O)C(F)(F)C(F)F
    -7 | -6 | 3
> COc1ccc(C(C2Sc3nc(C)nn3C2=O)N2CCN(Cc3ccccc3)CC2)cc1 (configuration not stated)
    x | -9 | 1
> Cc1cccc(-c2nc3c(C)cccn3c2NC(C)(C)CC(C)(C)C)n1
    -6 | 4 | -3
> Cc1cc(C)cc(CN2CCCN(c3cccc(NC(=O)CC(C)(C)C)c3)C2=O)c1
    x | -8 | -2
> CCC(=O)NCc1ccccc1-c1cccc(-n2cccn2)c1
    -13 | -5 | -2
> CCCCCc1ccc(C(=O)Nc2ccc(C3SCC(=O)N3c3ccccc3C)cc2)cc1 (configuration not stated)
    -5 | -3 | -6
> O=C(NC1CCCCC1)c1cccc(-n2cnnn2)c1
    x | -6 | 0
> O=C(CN(C(=O)Nc1ccc(F)cc1F)C1CC1)N(CCc1c[nH]c2ccccc12)Cc1ccc(C(F)(F)F)cc1
    2 | 1 | -14
> O=C(CCN1CCc2sccc2C1c1cccc(F)c1)N1CCN(S(=O)(=O)Cc2ccccc2)CC1 (configuration not stated)
    -5 | -4 | 10
> Clc1ccc2nc(N/N=C\c3cccc4cccnc34)nc(-c3ccccc3)c2c1
    -8 | -3 | -4
> CCCCc1ccc(CN2CCCN(CC(=O)N(C)C)CC2)s1
    -6 | -14 | x
> CCn1cc(C(CC(=O)N2CCc3ccccc3C2)c2cccc(Cl)c2)c2ccccc21 (configuration not stated)
    -6 | -2 | 7
> Cc1noc(C)c1CC(=O)N1CCCC(CCc2ccc(F)cc2)C1 (configuration not stated)
    x | -7 | 6
> Nc1ccccc1-c1c(S)[nH]c2ccsc2c1=O
    x | 4 | -4
> COc1ccc2c(c1)OCC(C(=O)NS(=O)(=O)c1cccs1)C2 (configuration not stated)
    x | 2 | -2
> CCCCn1c(CN(C)CC2COCCO2)cnc1S(=O)(=O)C1CCCCC1 (configuration not stated)
    x | -6 | 6
> NS(=O)(=O)c1cccc(F)c1
    -7 | -7 | 0
> CCNC(=O)C1CCN(c2cc(C)nc(-c3cccnc3)n2)C1 (configuration not stated)
    x | -6 | 8
> Cn1c(=O)n(C)c2cc(CNC(=O)CC3COCCN3)ccc21 (configuration not stated)
    x | -7 | 15
> O=S(=O)(c1cccc(C(F)(F)F)c1)N1CCN(C(c2ccccc2)c2ccc(Cl)cc2)CC1 (configuration not stated)
    -6 | -3 | 18
> COc1cccc(C2=C(C(C)=O)Sc3nncn3N2C(C)=O)c1
    x | -10 | 2
> O=c1[nH]nc(Cc2ccncc2)n1CCc1ccccc1F
    x | -4 | 11
> O=C(c1coc(CN2CCN(c3ncccn3)CC2)n1)N1CCC(c2ccc(F)cc2)C1 (configuration not stated)
    x | -7 | 16
> CC(C)CN(Cc1cnn(C)c1)C(=O)c1cccnc1N1CCOCC1
    -16 | -8 | -3
> CCCCN(CC(=O)Nc1cc(C(C)(C)C)nn1-c1ccc(Cl)cc1)S(=O)(=O)c1ccc(C)cc1
    -3 | -2 | 6
> COCc1c(C(=O)N2CCN(CC(=O)Nc3ccc(F)cc3)CC2)sc2cccc(F)c12
    x | -5 | 5
> NC(=O)CCSc1n[nH]c(-c2ccc3c(c2)CCC3)n1
    x | -6 | 2
> O=C(CSc1nc2c(c(=O)n1CCc1ccccc1)SCC2)Nc1nc2ccccc2s1
    -4 | -2 | -10
> CCOC(=O)C1CCN(C(=O)c2csc(CN(C(=O)Nc3ccc(OC)cc3)C(C)C)n2)CC1
    -6 | -8 | -7
> Cc1[nH]nc2c1C(c1ccccc1[N+](=O)[O-])CC(=O)N2 (configuration not stated)
    -8 | -10 | 25
> CSc1ccc(Cl)c(C(=O)N(C)Cc2nc3ccccc3[nH]2)c1
    x | -6 | 21
> CCOC(=O)c1c(NC(=O)Cn2nc(C(F)(F)F)c(Br)c2C)sc(C)c1C
    x | -3 | -1
> CCC(CC)c1nnc(NC(=O)c2c(C)nn(C)c2C)s1
    x | -10 | 4
> COc1ccc(-c2ccnc(SCc3ccc(C(=O)N4C5CCC4CC(Oc4ccc(F)cc4F)C5)cc3)n2)cc1 (configuration not stated)
    -9 | -13 | 6
> CCCn1nnc2sc(-c3ccccc3)cc2c1=O
    x | -6 | -6
> CCCNC(=O)C(NC(=O)c1ccc2c(c1)OCO2)C1CCN(S(=O)(=O)c2ccc(C)cc2)CC1 (configuration not stated)
    -8 | -3 | 15
> Cc1nn(C)c(C)c1CCC(=O)NC1CCC(C)CC1 (configuration not stated)
    -7 | -14 | -2
> COC(=O)c1c2c(nc3c1c(-c1ccccc1)nn3C1CCS(=O)(=O)C1)CCC2 (configuration not stated)
    x | 0 | 2
> Cc1ccccc1-n1c(SCc2ccccc2C(F)(F)F)nnc1-c1ccccc1F
    -7 | -12 | 19
> Cc1ccc2oc(CN(C(=O)c3ccc(Cl)c(Cl)c3)C3CCCCC3)nc2c1
    -4 | -1 | 4

# New compounds follow.
# Below each compound: mcGAS lum | hcGAS lum | NPYLR7 agonist
> CCOC(=O)[C@@H]1[C@@H](OC)C(=O)N(C)C12CCN(C(=O)c1ccno1)CC2
    -6 | -6 | 25
> COc1cccc(CO[C@]2(C(=O)NCC3CCCO3)CC(OCc3ccc(F)cc3)[C@H](O)[C@H](O)C2)c1 (some centres not stated)
    1 | 5 | 4
> CCOc1ccc(-c2ncncc2Oc2ccccc2OC)c(O)c1
    -10 | -7 | 3
> CC(c1ccc(F)c(F)c1)N(C)C(=O)Cn1cnnc1S(C)=O (configuration not stated)
    x | 0 | 25
> Cc1cc(C(F)(F)F)nc(CNC(=O)CCc2c(C)nn(C)c2C)n1
    x | -4 | 14
> COc1cccc(C(CN2CCN(C(=O)Nc3ccccc3F)CC2)OCc2cccc(Cl)c2)c1 (configuration not stated)
    -7 | -3 | x
> CN(C)C=Nc1nc(-c2ccccc2)c(-c2ccccc2)s1
    x | -7 | 3
> Cc1nn(C)c(C)c1NC(=O)C(C)Sc1nnc(C2CC2)n1C1CC1 (configuration not stated)
    x | -6 | 2
> O=C(NCc1ccc(-c2ncc(-c3ccc(F)cc3)[nH]2)cc1)c1ccc(F)c(F)c1F
    -6 | -4 | -2
> Cc1cccc(CN2C(=O)C3(SCCN3C(=O)Nc3cccc(F)c3)c3cc(Cl)ccc32)c1 (configuration not stated)
    -5 | 0 | 15
> CNc1nc(-c2ccccc2)cc(-c2ccccc2)n1
    -5 | 2 | -4
> CC(C)c1cc(NCCN(C)C)n2ncc(-c3ccccc3)c2n1
    -8 | -11&-10 | 8&3
> CCCCC(CC)C(=O)Nc1ccc(-n2nc(OCCOCC)nc2-c2ccccc2F)cc1 (configuration not stated)
    -3 | 1 | 18
> CCOC(=O)N1CCN(C(=O)c2cc(-c3ccc(F)cc3)nc3cc(-c4ccccc4)nn23)CC1
    -8 | -8 | 9
> CC(C)c1ccccc1OCC(O)Cn1nc(C(N)=O)c2ccccc2c1=O (configuration not stated)
    x | -9 | 2
> FC(F)(F)CCc1ccnc(NCc2ccc3c(c2)OCO3)n1
    x | -7 | 2
> Cc1c(C(=O)NCc2ccc(C#N)cc2)sc(=O)n1Cc1ccc(C(=O)N(C)C)cc1
    x | 4 | 2
> O=C(NCCc1ccccc1)c1ccc(OC2CCN(C(=O)c3cccs3)CC2)cc1
    -5 | -2 | 8
> COc1ccc(C(C)NC(=O)C2CCN(Cc3ccccc3)CC2)cc1OC (configuration not stated)
    -3 | -3 | 14
> Cc1ccc(Cn2nnc3c(SCC(=O)NCc4ccc5c(c4)OCO5)ncnc32)cc1
    1 | 2 | 3
> O=C(CSc1ncc(-c2ccc(Cl)cc2)o1)NCC1CCCO1 (configuration not stated)
    x | -8 | 16
> Cc1noc(C(C)C)c1C(=O)NCC1(c2ccc3c(c2)OCO3)CCCCC1
    x | -11 | -2
> CCOc1ccc(C=C2SC(=O)NC2=O)cc1
    x | -15 | -2

# Molecules from the list above that have a nitro group on carbon:
# Below each compound: mcGAS lum | hcGAS lum | NPYLR7 agonist
> CC(=O)Oc1ccccc1C(=O)Nc1ncc([N+](=O)[O-])s1
    x | 23&21 | 0&-7
> Cc1[nH]nc2c1C(c1ccccc1[N+](=O)[O-])CC(=O)N2 (configuration not stated)
    -8 | -10 | 25

# No enrichment for hits; overall some 0.27% were active at least once.
